hERG WT inh = blocks the wildtype human KCNH2 potassium channel. Q12809. U2OS, BacMam KCNH2, thallium flux FluxOr; active compounds read low. activity change, % at 1.84 µM. actives 0.37% (n = 340,000);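 active = maximum activity change below -70%; inconclusive = maximum activity change between -70% and -50%; inactive = maximum activity change above -50%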; note: % is set by controls: 0 for no effect and ±100 for the full control effect
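U2OS cells transduced with wild-type KCNH2 virus are loaded with FluxOr dye for 45 min, and thallium flux is measured in kinetic reads before and after stimulation buffer. Rate constants are normalized to DMSO controls.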
TSHR antag = antagonists of human thyroid stimulating hormone receptor; TSHR-expressing cells, TSH-stimulated cAMP HTRF, 2 h; active compounds read low; activity change, negative = inhibition, % at 11.5 µM; actives 0.2% (n = 330,000); AID 504810;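 active = activity change below a set negative limit, meaning inhibition stronger than a set level, cut at about -70% in these data; inconclusive = activity change between two set negative limits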; note: % is set by controls: 0 for no effect and ±100 for the full control effect
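TSHR-expressing cells, 200/well, pre-treated with compound, then stimulated with EC80 TSH (4nM final) for 2 hours at 37 deg C. cAMP measured by competitive HTRF: anti-cAMP cryptate antibody in lysis buffer plus cAMP-d2, read after 30 minutes at room temperature.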
KCNH2 3.1 inh = inhibitors of human KCNH2 3.1 potassium channel isoform; U2OS KCNH2 3.1, thallium flux FluxOr; active compounds read low; actives 0.95% (n = 340,000); AID 720553; activity change, % (tested at about 1.8 µM);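 active = maximum activity change below -70%; inconclusive = maximum activity change from -70% to -50%; inactive = maximum activity change above -50%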;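 note: thallium influx rate constant from kinetic fluorescence after stimulation buffer; % is set by controls: 0 for no effect and ±100 for the full control effect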
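Measured as rate of thallium-driven FluxOr signal in transduced U2OS cells carrying the 3.1 channel, read kinetically for 2 min upon stimulation; values are rate constants scaled to DMSO control wells.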
Eya2 phos inh = Eya2 (human) phosphatase inhibition. O00167. recombinant Eya2, OMFP fluorescence dephosphorylation (OMFP is methylfluorescein phosphate). Potency, µM (doses to about 76.9 µM), for inactives: top-dose activity, negative = inhibition, actives largely listed as inhibitors. actives 0.006% (n = 330,000); note: potency is the fitted concentration of half-maximal effect; % is set by controls: 0 for no effect and ±100 for the full control effect
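Eya2 (0.2 uM) preincubated 10 min at ambient with compound, then OMFP substrate added at 50 uM; 10 min reaction in 50 mM HEPES pH 7.5, 50 mM NaCl, 5 uM MgCl2, 0.05% BSA, 1 mM DTT. Fluorescence read at Ex 485/Em 525 nm.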
A-T KAP1 phos = candidate therapy for ataxia-telangiectasia; […] A-T fibroblasts, KAP-1 phosphorylation AlphaLISA; neocarzinostatin DNA damage 30 min before lysis; Potency, µM (highest dose often 57.5 µM), without a hit: top-dose activation, most hits filed as activators; actives 0.19% (n = 320,000); note: potency is the fitted concentration of half-maximal effect; % of control where 0% means no effect; nearly all actives have a fitted effect of over 45% in size
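hTERT-immortalized A-T patient fibroblasts ([…]), 500 cells/well in OPTI-MEM, 1% FBS, got compounds for 60 min, then NCS for 30 min at 37C. Lysates were then assayed for phospho-KAP-1 by AlphaLISA (anti-pKAP1 donor, anti-KAP1 acceptor beads), 6 hr at 25C.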
ELG1 repair inh = inhibitors of ELG1-dependent DNA repair in HEK293T cells. actives 2.3% (n = 330,000). AID 504467. Potency, µM (series often up to 46.1 µM), for inactives: at the top dose activity change, negative = inhibition, usual class: inhibitors. HEK293T ELG1-luciferase reporter, luminescence, 16 h; DNA damage induced by 5-fluorouridine; note: potency is the fitted concentration of half-maximal effect; % is set by controls: 0 for no effect and ±100 for the full control effect; nearly all actives have a fitted effect of over 55% in size
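In this reporter screen, reduction of luminescence relative to DMSO vehicle indicated activity. Compounds and 5-fluorouridine were added together to 2,000 cells per well, incubated for 16 hr at 37 °C, then developed with ONE-Glo.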
USP2a block = blocks human ubiquitin-specific protease USP2a; AID 463254; USP2 core, Ub-CHOP2 coupled fluorogenic reporter, 485/531; actives 0.01% (n = 330,000); Potency, µM (titrated, usually from 38.3 µM), inactives show at the highest dose activity change, negative = inhibition, actives largely listed as inhibitors;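 note: potency is the fitted concentration of half-maximal effect; plate controls were DMSO wells for no effect and full inhibition by NEM control for full effect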
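USP2 core (10nM final) preincubated 30min RT with compound in 20mM Tris-HCl pH 8.0, 2mM CaCl2, 2mM beta-mercaptoethanol, 0.05% CHAPS; 25nM Ub-CHOP2 plus 25nM reporter substrate added, fluorescence (Ex485/Em531) read after 60min.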
Mito fusion yeast = inhibitors of mitochondrial division or activators of mitochondrial fusion; S. cerevisiae fusion-defective mutant growth rescue, CellTiterGlo 48 h; Potency, µM (highest dose often 46.1 µM), without a hit: top-dose growth rescue (activation), hits mostly activators; actives 0.23% (n = 320,000); AID 485298;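 note: potency is the fitted concentration of half-maximal effect; % of control where 0% means no effect; nearly all actives have a fitted effect of over 45% in size; temperature-sensitive fusion mutants such as fzo1-1 at 37 °C on non-fermentable ethanol glycerol medium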
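Compounds are tested for their ability to restore growth of mitochondrial fusion-defective yeast strains at non-permissive 37C in YPEG medium over 48 hours. Viability is quantified by luciferase luminescence.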
TCR act = activates T cell receptor signaling; primary human leukocytes, anti-CD3, IL-2 HTRF, 48 h; Potency, µM (doses to about 9.22 µM), without a hit: top-dose activation of IL-2 secretion, actives largely listed as activators; 330,000 tested, under 10 active; AID 504894; note: % of control where 0% means no effect
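48 hr co-incubation of compounds, a-CD3 beads and primary human leukocytes; IL-2 quantified homogeneously by HTRF with anti-IL-2 K and d2 conjugates.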
TRPV1 ag = agonists of human vanilloid receptor 1 (TRPV1). Q8NER1. TRPV1-expressing cells, Fluo-8 calcium influx, agonist mode. activation, % at 8.33 µM. actives 0.19% (n = 320,000); in the data active = activation above about 80%; inconclusive = between about 30% and that limit; note: 0% is about no effect
Target sequence (Q8NER1 whole entry, looked up): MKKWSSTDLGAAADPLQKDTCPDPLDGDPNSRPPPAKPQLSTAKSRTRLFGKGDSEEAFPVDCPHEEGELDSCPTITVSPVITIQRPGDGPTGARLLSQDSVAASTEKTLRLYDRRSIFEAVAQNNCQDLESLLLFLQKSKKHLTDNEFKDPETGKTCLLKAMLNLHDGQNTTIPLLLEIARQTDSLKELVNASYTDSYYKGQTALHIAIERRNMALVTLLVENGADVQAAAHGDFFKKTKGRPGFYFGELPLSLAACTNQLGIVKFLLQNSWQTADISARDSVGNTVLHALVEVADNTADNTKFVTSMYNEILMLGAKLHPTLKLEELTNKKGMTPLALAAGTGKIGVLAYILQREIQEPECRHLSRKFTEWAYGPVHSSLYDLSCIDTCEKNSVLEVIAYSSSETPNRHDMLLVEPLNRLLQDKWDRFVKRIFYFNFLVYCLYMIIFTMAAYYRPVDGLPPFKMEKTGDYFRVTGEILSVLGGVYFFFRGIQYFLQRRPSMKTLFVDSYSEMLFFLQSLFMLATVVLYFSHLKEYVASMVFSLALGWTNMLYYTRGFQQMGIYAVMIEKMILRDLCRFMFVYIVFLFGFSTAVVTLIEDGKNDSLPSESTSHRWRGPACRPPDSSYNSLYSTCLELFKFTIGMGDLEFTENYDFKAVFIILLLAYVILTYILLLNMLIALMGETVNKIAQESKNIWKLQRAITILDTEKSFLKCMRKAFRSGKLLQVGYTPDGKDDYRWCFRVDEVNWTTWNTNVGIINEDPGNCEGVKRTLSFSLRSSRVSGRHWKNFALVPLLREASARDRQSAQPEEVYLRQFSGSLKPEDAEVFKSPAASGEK
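Cells expressing TRPV1 were dye-loaded with Fluo-8 and read kinetically: 10 s baseline, 3 min after compound (agonist portion), then 2 min after EC20 capsaicin (allosteric enhancer portion). Calcium-bound dye fluorescence at 480/520 nm.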
An asterisk follows results filed as active; ? = inconclusive; · = no result given; & = joins results of further samples; [ ] = another dose, or the depositor's remark. Unless noted, calls come from the whole dose curve; as a rule, active = well fitted curve in the direction sought with a large enough effect; inconclusive = small, poorly fitted or top-dose-only effect, or another doubt; inactive = no such curve, though single readings can be large; an effect the other way counts as inactive or inconclusive.

Preview:
SMILES	hERG WT inh	TSHR antag	KCNH2 3.1 inh	Eya2 phos inh	A-T KAP1 phos	ELG1 repair inh	USP2a block	Mito fusion yeast	TCR act	TRPV1 ag
O=C(Nc1ccc(OCc2ccccc2)cc1)Nc1cccnc1	3	4	0	-3%	1%	19%	5%	24%	6%	?
Cc1ccc(-c2csc(SCC(=O)Nc3cc(C)on3)n2)cc1	11	2	-3	4%	9%	19%	0%	-2%	5%[46.1 µM]	1

All compounds of this part (from the top)
SMILES	hERG WT inh	TSHR antag	KCNH2 3.1 inh	Eya2 phos inh	A-T KAP1 phos	ELG1 repair inh	USP2a block	Mito fusion yeast	TCR act	TRPV1 ag
O=C(Nc1ccc(OCc2ccccc2)cc1)Nc1cccnc1	3	4	0	-3%	1%	19%	5%	24%	6%	?
Cc1ccc(-c2csc(SCC(=O)Nc3cc(C)on3)n2)cc1	11	2	-3	4%	9%	19%	0%	-2%	5%[46.1 µM]	1
CCOc1ccccc1OCCC(=O)Nc1ccc2c(c1)OCO2	-19	-12	-10	4%	-11%	?	2%	·	2%[46.1 µM]	·
O=C(Nc1ccccc1)c1[nH]ncc1[N+](=O)[O-]	16	0	2	-3%	2%	9%	2%	-1%	-4%	1
COc1ccccc1NS(=O)(=O)c1cc(C(=O)NCc2cccnc2)ccc1C	4	·	2	-21%	-7%	9%	-1%	-3%	-5%	-4
Cc1ccc(S(=O)(=O)N(C)C)cc1NC(=O)COC(=O)C1CC1	-10	-2	5	32%	0%	26%	-1%	-3%	1%	1
CCNC(=O)CC1SC(=Nc2cccc3ccccc23)N(C)C1=O (stereo not drawn)	1	-3	-4	9%	0%	14%	-5%	-10%	-1%[46.1 µM]	15
Cc1cc(C)c(NC(=O)CSc2nnc(Cc3cccn3C)n2-c2ccc(F)cc2)c(C)c1	8	3	1	-2%	-2%	-10%	0%	2%	2%	-1
COc1ccc(Cc2nnc(NC(=O)CSc3ccc(C)cc3)s2)cc1OC	0	-4	4	0%	-7%	-19%	-4%	-3%	-1%	4
C=C1c2cc(CC)ccc2NC(=O)N1c1ccc(C)cc1	-4	-4	-2	6%	-1%	?	5%	-2%	0%	-4
Cn1c2ccsc2c2ncn(Cc3ccccc3F)c(=O)c21	·	-6&4	·	-24%&7%	8%&3%	20%	3%&3%	7%	1%	·
CC(=O)OCN(C#N)c1nc(N(C)C)nc(N(C)C)n1	3	15	-2	2%	11%	-1%	0%	1%	·	1
CCCN1C(=O)C(O)(C/C(C)=N/O)c2ccccc21 (stereo not drawn)	-6	-8	3	2%	3%	-3%	6%	2%	-1%	-1
O=[N+]([O-])c1cnccc1Nc1ccccc1	-12	2	13	7%	·	?	3%	2%	·	-1
Cc1cc(C)nc(N2CCCC(C(=O)NCc3ccccc3F)C2)n1 (stereo not drawn)	-3	-5	4	0%	1%	4%	1%	5%	6%	3
CC(O)CNc1cc(N)c([N+](=O)[O-])cc1[N+](=O)[O-] (stereo not drawn)	-16	-3	-14	-1%	0%	-19%	2%	-2%	2%[46.1 µM]	-4
COC(=O)c1sccc1NC(=O)Nc1cc(C)ccc1OC	1	-18	2	-3%	6%	-5%	0%	1%	-7%	5
CON(C)c1nc(OCC#N)nc(N(C)C)n1	17	0	-22	3%	4%	19%	-4%	-2%	-1%[46.1 µM]	-3
C=CCc1cc(Cl)ccc1OCCOCCN(C)C	31	11	0	-6%	-4%	-12%	0%	4%	-6%	7
COC(=O)c1scc(S(=O)(=O)c2ccccc2)c1N	1	-1	-18	8%	3%	-4%	-5%	-9%	3%	-1
Cc1cccc(C(=O)Nc2oc(-c3ccccc3)cc2C#N)c1	-3	-13	-15	-4%	2%	-6%	2%	1%	-2%	15
O=C(Nc1ccc(NC(=O)c2ccco2)nc1)c1ccco1	16	4	-5	13%	-1%	?	-1%	2%	-2%	2
CC(CN1CCOCC1)OC(=O)c1ccccc1Br (stereo not drawn)	-4	16	-2	1%	5%	23%	-1%	-3%	-13%	-1
COc1cccc(OCC(O)CN(CCO)Cc2ccccc2)c1 (stereo not drawn)	-10	2	-3	-6%	-10%	-4%	0%	-1%	-4%	5
CCOc1ccc(N(CC(=O)Nc2nccs2)S(=O)(=O)c2c(C)[nH]c(=O)[nH]c2=O)cc1	-5	-3	4	4%	-9%	6%	1%	3%	8%	2
SMILES	hERG WT inh	TSHR antag	KCNH2 3.1 inh	Eya2 phos inh	A-T KAP1 phos	ELG1 repair inh	USP2a block	Mito fusion yeast	TCR act	TRPV1 ag
CCc1c(C)nc2cc(-c3cc(OC)cc(OC)c3)nn2c1N1CCN(CCN2CCOCC2)CC1	0	21	2	2%	2%	2.6µM*	-3%	4%	-6%[46.1 µM]	0
CCCCn1c(N)c(N(CC(C)C)C(=O)C2CC(=O)N(c3ccccc3C(C)CC)C2)c(=O)[nH]c1=O (stereo not drawn)	-4	4	11	-7%	9%	7%	0%	-6%	2%	1
O=C(NCc1ccc(/C=N\NC(=O)C(=O)Nc2ccccc2Br)o1)C(=O)Nc1ccccc1	4	8	5	9%	2%	14%	2%	-1%	·	4
CCCn1nnc(NC(=O)c2ccc(Br)o2)n1	16	0	-5	-25%	-1%	?	-4%	-2%	5%	-3
O=C1NC(=S)N/C1=C\c1ccc(N2CCOCC2)cc1	·	-8	10	4%	-6%	?	0%	5%	7%	-1
Cc1cc(C(=O)COC(=O)c2ccc(CO)cc2)c(C)n1CC1COc2ccccc2O1 (stereo not drawn)	12	0	12	-7%	-11%	?	0%	?	-3%[46.1 µM]	8
COc1cc(/C=N/N2CCN(Cc3ccc(C)cc3)CC2)cc(OC)c1O	-1	-1	7	-9%	-10%	-10%	0%	-4%	0%	1
Cc1cc(NC(=O)c2ccc(-c3ccccc3F)o2)no1	-15	-12	-198*	-1%	3%	?	-2%	-1%	18%	?
Cc1ccccc1NC(=O)CSc1nc2ncc(Cl)cc2[nH]1	-14	20	9	-6%	0%	15%	1%	-7%	5%	9
Cc1cc2c(cc(C(=O)O)n2C)s1	-5	3	-5	0%	-2%	1%	5%	4%	4%	-3
COc1ccc(NC(=O)C(CC(C)C)NS(=O)(=O)c2ccc3c(c2)CCN3C(C)=O)cc1OC (stereo not drawn)	-12	2	10	15%	-2%	1%	4%	-1%	0%	-1
Cc1cccc(OCC(=O)NCC(=O)N/N=C/c2ccc([N+](=O)[O-])cc2)c1	12	-8	-9	-4%	0%	-12%	3%	3%	0%	5
COc1ccc(-c2ccccc2NC(=O)C2CCCN(Cc3ccc(C)o3)C2)cc1 (stereo not drawn)	3	5	-16	6%	-2%	1%	2%	0%	-28%	20
CCOC(=O)Cc1csc(NC(=O)c2sc3nc4c(C)cc(C)cc4cc3c2N)n1	-21	-8	-5	-15%	1%	21%	5%	8%	0%	7
CCOC(=O)C1=C(C)NC2=C(C(=O)C(C(=O)OCC)C(c3ccco3)C2)C1c1ccccn1 (stereo not drawn)	4	6	-7	-3%	8%	-18%	2%	0%	-20%	3
CC(C(=O)NC1CCCC1)N(C(=O)Cn1nnc(-c2ccc(F)cc2)n1)c1ccccc1F (stereo not drawn)	2	-9	34	-4%	7%	16µM*	-5%	7.1µM*	-5%	1
CCN1C(=O)[C@H]2[C@@H](c3ccc(-c4ccc(C(C)=O)cc4)c(OC)c3)N[C@@](Cc3ccccc3)(C(=O)OC)[C@H]2C1=O	3	-8	27	3%	-9%	13%	2%	29%	-2%	-2
Cc1ccn2c(=O)c(C(=O)NC3CCCCC3C)c(O)nc2c1 (stereo not drawn)	-7	17	20	-7%	-7%	17%	1%	12%	·	1
COc1ccccc1CC(NC(C)=O)C(=O)NC1CCN(C(=O)c2cccc(Cl)c2)CC1 (stereo not drawn)	-11	17	12	10%	-5%	-10%	1%	?	-7%	1
Cc1ccc(NC(=S)Nc2cccc(S(=O)(=O)Nc3c(C)n(C)n(-c4ccccc4)c3=O)c2)cc1	4	-7	-4	2%	3%	-15%	4%	-34%[inhibitor]	1%	-1
COc1cc(/C=C2/SC(=O)NC2=O)ccc1Oc1ccc([N+](=O)[O-])cc1[N+](=O)[O-]	-14	-21	-2	1%	23%	15%	-5%	5%	1%	0
O=C(OCC(=O)N1CCCCC1)c1c[nH]c2ccccc12	1	15	-23	6%	2%	?	4%	0%	-8%	3
CCC(C)C(NC(=O)c1ccccc1NC(=O)c1ccccc1)C(=O)O (stereo not drawn)	-15	1	-1	2%	-5%	28%	-1%	-3%	0%	-5
CCS(=O)(=O)N1Cc2ccccc2CC1C(=O)Nc1cc(S(C)(=O)=O)ccc1Cl (stereo not drawn)	15	16	-29	-10%	1%	?	1%	-6%	-1%	1
CCOc1ccc(NC(=O)Nc2cc(C(=O)O)ccc2N2CC3CC(C2)c2cccc(=O)n2C3)cc1 (stereo not drawn)	1	-13	-6	1%	7%	9%	0%	?	-4%	2

Screens (PubChem BioAssay)

Only part of the results is shown (hit frequency here may not be typical).
